# Screens (PubChem BioAssay)
# PhoP inhibition: inhibitors of PhoP regulon expression, primary screen, Salmonella Typhimurium, GFP reporter (AID 1863) | inhibition, % at 50 µM; hits with a dose series show IC50 in µM | hit rate 0.16% among 300,000 | S. Typhimurium PhoP-regulated promoter GFP reporter, 4 h; higher % means a stronger effect;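 active means inhibition over 29.93%, a cutoff 3 SD above the screen mean, later confirmed by dose response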;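 further: 0% = low Mg2+ inducing control and 100% = high Mg2+ repressing control; strong numbers were not always called active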
# Myeloid diff MLP: myeloid differentiation induction | calls only at 10 µM | hit rate 1% among 360,000 | ER-HoxA9 myeloid progenitors, lysozyme-GFP differentiation, flow cytometry | AID 624256;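 active means normalized GFP-positive differentiation at or above the plate's own cutoff, the solvent-only control mean plus 3 SD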;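 further: cells exposed to compound for four days before flow analysis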
# Myeloid diff MLP GFP+ MAC1+ %: recorded beside Myeloid diff MLP, whose call it bears; GFP+ MAC1+ double positive, %; measured here: differentiation confirmed by MAC1 staining
# Starred values were filed as active, the others as inactive; i = inactive; & = joins results of further samples.
no.	mol	PhoP inhibition	Myeloid diff MLP	Myeloid diff MLP GFP+ MAC1+ %
1	CN(C)S(=O)(=O)c1ccc(N2CCCC2)c(C(=O)NCC2COc3ccccc3O2)c1 (stereo not given)	4%	i	0.9
2	COc1c2ccoc2nc2c(OC)c(OC[C@@H](O)C(C)(C)O)ccc12	-4%	i	4.7
3	CC1CC1C(=O)N(CCC1=CCCCC1)c1c(N)n(Cc2ccccc2)c(=O)[nH]c1=O (stereo not given)	-2%	i	1.5
4	Cc1ccc(S(=O)(=O)N2[C@@H](c3ccc(Cl)cc3)C(C(=O)O)=CC[C@H]2c2ccc3c(c2)OCO3)cc1	14%	i	0.8
5	Cc1[nH]c2ccccc2c1C(=O)C(C)OC(=O)C1CCC1 (stereo not given)	2%	i	0.7
6	Cc1cn2c(=O)c(C(=O)N3CCN(c4ccccc4F)CC3)cnc2s1	13%	i	0.6
7	COc1ccccc1C(=O)NC(=O)COC(=O)c1nc(Cl)ccc1Cl	-5%	i	0.6
8	CCN(C(=O)C(C)OC(=O)CCCNC(=O)c1ccc(Cl)cc1)c1ccccc1 (stereo not given)	-4%	i	0.8
9	O=C(CSc1ccccc1F)OCC(=O)N1CCN(C(=O)c2ccco2)CC1	3%	i	1.0
10	CC(C)c1ccc(NC(=O)CSc2nc(=O)[nH]c3c2CCCC3)cc1	5%	i	0.6
11	COc1cccc(NC(=O)CCc2ccccc2)c1	1%	i	0.5
12	CC(C)CC(=O)C(=O)O	1%&5%	i	3.6&1.7
13	O=C(NNC(=O)c1cc(Br)c(Br)s1)c1csc(N2CCOCC2)n1	-10%	i	0.9
14	Nc1ccc(S(N)(=O)=O)cc1	-7%	i	1.2
15	C/C=C/c1ccc(OCC(=O)Nc2cc(Cl)ccc2-n2cncn2)c(OC)c1	11%	i	1.0
16	COc1ccc(N2CCN(C(=O)COC(=O)CCS(=O)(=O)c3ccc(C)cc3)CC2)cc1	-2%	i	1.0
17	CCOc1ccc(CCNC(=O)COC(=O)c2cccc(N(C)C)c2)cc1OCC	-6%	i	0.5
18	COC(=O)c1ccc[n+](CCc2c[nH]c3ccccc23)c1	5%	i	2.0
19	CC1(C)C(=O)Nc2ccccc2N1C(=O)COC(=O)/C=C/c1ccc(OC(F)F)cc1	8%	i	0.4
20	CCCCn1c(N)c(N(CCOC)C(=O)c2sc3cc(F)ccc3c2Cl)c(=O)[nH]c1=O	-9%	i	0.6
21	Cc1cc(C)n2nc(C(=O)OC(C)C(=O)c3ccccc3)nc2n1 (stereo not given)	3%	i	0.9
22	Cc1ccc(S(=O)(=O)N2CCCCC2)cc1C(=O)NCCC1=CCCCC1	-2%	i	0.4
23	COc1cccc(CC2(CO)CCCN(Cc3ccc(OC(F)F)cc3)C2)c1 (stereo not given)	-2%	i	0.5
24	O=C(NCCN1CCOCC1)C1(C(F)(F)F)C/C(=C\Cc2ccccc2)CCCO1 (stereo not given)	0%	i	1.4
25	Cc1ccc(S(=O)(=O)N2CCN(C(=O)CSc3ccccn3)CC2)c(C)c1	-11%	i	1.0
26	CCN(CC(=O)Nc1ccc2c(c1)OCCO2)C(=O)c1ccc(Cl)cc1Cl	3%	i	1.2
27	O=C(CSc1nnc(-c2ccccc2)o1)NC1CC1	-6%	i	0.4
28	O=C(CCc1ccccc1)NCCS(=O)(=O)N1CCN(c2ccccc2)CC1	-7%	i	0.1
29	Cc1ccc(S(=O)(=O)N(C)C)cc1NC(=O)COC(=O)CNC(=O)c1cccs1	-5%	i	1.2
30	O=C(Nc1ccncc1)c1cc(S(=O)(=O)N2CCOCC2)ccc1Cl	-2%	i	0.5

# Arranged by length of the SMILES (ascending): part of the list above
no.	mol	PhoP inhibition	Myeloid diff MLP	Myeloid diff MLP GFP+ MAC1+ %
30	O=C(Nc1ccncc1)c1cc(S(=O)(=O)N2CCOCC2)ccc1Cl	-2%	i	0.5
22	Cc1ccc(S(=O)(=O)N2CCCCC2)cc1C(=O)NCCC1=CCCCC1	-2%	i	0.4
29	Cc1ccc(S(=O)(=O)N(C)C)cc1NC(=O)COC(=O)CNC(=O)c1cccs1	-5%	i	1.2

# The list goes on.
no.	mol	PhoP inhibition	Myeloid diff MLP	Myeloid diff MLP GFP+ MAC1+ %
31	Cc1ccccc1NS(=O)(=O)c1ccc(C(=O)N2CC(C)OC(C)C2)cc1 (stereo not given)	-3%	i	0.5
32	CCOC(=O)Cc1csc(NC(NC(=O)OCC)(C(=O)OCC)C(F)(F)F)n1 (stereo not given)	3%	i	1.6
33	Cc1c(N(C)S(=O)(=O)c2cc(C(=O)NCC3CCCO3)ccc2Cl)c(=O)n(-c2ccccc2)n1C (stereo not given)	4%	i	0.3
34	CC(C)(C)NC[C@@H](O)COc1cccc2c1CCCC2=O	5%	i	1.1
35	O=C(CN1C(=O)NC2(CCCC2)C1=O)Nc1nc2ccc(F)cc2s1	-7%	i	0.4
36	O=C(Nc1nc(-c2ccco2)c(-c2ccco2)s1)c1ccco1	-8%	i	1.2
37	COc1cc(C(=O)NCC(c2cccs2)N2CCOCC2)c([N+](=O)[O-])cc1OC (stereo not given)	-5%	i	0.7
38	Cc1ccccc1-c1cc(C(=O)O)nn1CC1CC(c2cccc([N+](=O)[O-])c2)=NO1 (stereo not given)	6%	i	1.7
39	CCc1ccc(OCC(=O)NNC(=O)Cc2ccc(S(=O)(=O)N3CCOCC3)s2)cc1	-8%	i	0.4
40	Cc1ccc(NC(=O)CCNS(=O)(=O)c2ccccc2F)cc1S(=O)(=O)N1CCOCC1	-3%	i	0.4
41	COc1ccccc1NC(=O)C(=O)NCCCN1CCCC1=O	2%	i	0.2
42	O=C(O)C[C@H]1c2cc(F)ccc2S(=O)(=O)N1C1CCN(Cc2ccccc2)CC1	-2%	i	1.3
43	Cc1cccc(C(=O)OCC(=O)N(CC(C)C)c2c(N)n(Cc3ccccc3)c(=O)[nH]c2=O)c1O	-3%	i	0.3
44	CCCCCN(C(=O)CCC(=O)OCCOc1ccccc1)c1c(N)n(CCCC)c(=O)[nH]c1=O	-6%	i	1.0
45	CCN(C(=O)COC(=O)c1cc(=O)c2ccccc2o1)c1c(N)n(Cc2ccccc2)c(=O)[nH]c1=O	1%	i	1.3
46	COCCN(C(=O)COC(=O)c1cc(C)oc1C)c1c(N)n(Cc2ccccc2)c(=O)[nH]c1=O	-6%	i	0.5
47	Cc1cc(NC(=O)COC(=O)c2cc([N+](=O)[O-])ccc2N2CCOCC2)ccc1Br	8%	i	0.6
48	O=C(COc1coc(CN2CCN(c3ccccc3F)CC2)cc1=O)NCC1CCCO1 (stereo not given)	1%	i	0.4
49	Cc1ccc(N2CC(C(=O)Nc3ccc(S(=O)(=O)N4CCOCC4)cc3)CC2=O)cc1Cl (stereo not given)	-3%	i	0.4
50	CCCNC(=O)c1onc(CSc2ccc(Cl)cc2)c1C(=O)NCCOC	4%	i	1.8
51	CCCCn1c(N)c(N(CC(C)C)C(=O)CC2CCCC2)c(=O)[nH]c1=O	-6%	i	0.9
52	CSCCC(NC(=O)c1ccccc1Cl)C(=O)NNC(=O)c1ccncc1 (stereo not given)	-1%	i	0.1
53	O=C(Nc1ccc(S(=O)(=O)N2CCOCC2)cc1)C1CCN(S(=O)(=O)c2ccccc2)CC1	4%	i	0.7
54	Cc1ccc(C(=O)C(C)OC(=O)CNC(=O)c2ccc(Br)o2)cc1 (stereo not given)	-1%	i	1.3
55	COC(=O)c1c(C)[nH]c(C(=O)OCC(=O)N(CC(C)C)c2c(N)n(Cc3ccccc3)c(=O)[nH]c2=O)c1C	-9%	i	0.8
56	O=S(=O)(c1ccc(N2CCN(CCO)CC2)nc1)N1CCOCC1	2%	i	0.9
57	COCCOc1ccc(C(F)(F)F)cc1NC(=O)CN1C(=O)NC2(CCc3ccccc32)C1=O (stereo not given)	-6%	i	0.5
58	CCN(CCO)C(=O)c1ccc2nc(Cc3ccc(OC)cc3)oc2c1	-2%	i	0.2
59	CCC(C)(C)C1CCc2[nH]nc(C(=O)NC3CCCCC3)c2C1 (stereo not given)	-7%	i	0.7
60	Cc1ccc(NC(=O)CN2C(=O)NC3(CCc4ccccc43)C2=O)cc1S(=O)(=O)N1CCCCC1 (stereo not given)	-3%	i	0.9

# Remaining list, next part.
nr	smiles	PhoP inhibition	Myeloid diff MLP	Myeloid diff MLP GFP+ MAC1+ %
61	O=C(OCC(=O)N1CCCC1=O)c1ccc(O)cc1O	0%	i	1.6
62	CCN(CC(=O)NCc1cccs1)C(=O)/C=C/c1ccc(Cl)c(Cl)c1	-3%	i	0.2
63	COCCn1c(SC(C)C(=O)NC2CCCCC2C)nc2ccccc2c1=O (stereo not given)	9%	i	0.9
64	Cc1c(C)n2c(SCC(=O)Nc3cccc4ccccc34)nnc2[nH]c1=O	-8%	i	0.8
65	CCN1CCN(c2ccc(N3CCN(S(=O)(=O)c4cc([N+](=O)[O-])ccc4C)CC3)nn2)CC1	-6%	i	0.5
66	CCN(C(=O)C1CSC2(C)CCC(=O)N12)c1nc2c(C)cccc2s1 (stereo not given)	-4%	i	1.5
67	Cc1n[nH]c(=O)c2c(NC(=O)CSc3ccccc3F)oc(C)c12	-3%	i	0.6
68	COc1ccc(-c2ccc(-c3nc4ccc(C)cn4c3NC3CCCCC3)cc2OC)cc1	-6%	i	1.3&3.6
69	COc1ccc(-c2cccc(NS(=O)(=O)c3ccc([N+](=O)[O-])cc3)c2)nn1	5%	i	0.7
70	CC(C)(Oc1ccc(Cl)cc1)C(=O)NC1CC1	-1%	i	1.1
71	Cc1noc(C)c1CSCC(=O)Nc1ccccc1N1CCCCC1	6%	i	1.7
72	COc1ccc(C(=O)NCCC2=CCCCC2)cc1S(=O)(=O)N1CCOCC1	-6%	i	0.9
73	CCCn1c(=N)n(CC(=O)O)c2ccccc21	1%	i	0.5
74	Cc1cccnc1NC(=O)c1cccc(S(=O)(=O)N2CCN(c3ccccc3)CC2)c1	-1%	i	1.8
75	CCOC(=O)c1c(NC(=O)CN2C(=O)NC3(CCC(C)CC3)C2=O)sc(C)c1CC (stereo not given)	-2%	i	1.4
76	CCN(CC(=O)Nc1c(F)cccc1F)C(=O)Cc1csc(-c2ccc(OC)c(OC)c2)n1	-3%	i	0.3
77	O=C(Cc1ccc(F)cc1)Nc1ccc(S(=O)(=O)N2CCCC2)cc1	2%	i	0.2
78	c1cc(-c2n[nH]c(-c3ccncc3)n2)ccn1	-5%	i	0.6
79	CCCCn1c(N)c(N(CCOC)C(=O)COc2c(C)cccc2C)c(=O)[nH]c1=O	7%	i	0.6
80	COc1cc(-c2ccc3oc(-c4ccsc4)cc3c2)cc(OC)c1OC	19%	i	2.0
81	O=S1(=O)CCOC[C@H](Cc2ccccc2)N1Cc1ccccc1F	1%	i	1.6
82	CCN(CC(=O)Nc1ccc(NC(C)=O)cc1)C(=O)c1cccc(S(=O)(=O)N2c3ccccc3CC2C)c1 (stereo not given)	1%	i	0.9
83	CCN(CC(=O)NCc1cccs1)C(=O)c1ccc(OC)c(OC)c1	7%	i	1.1
84	COC(=O)CCC(=O)OC1(C)C(=O)C2=CN(CCc3c[nH]c4ccccc34)C(c3ccc(OC)cc3)=CC2=C(Br)C1=O (stereo not given)	11%	i	0.9
85	COc1cccc(CN(C)C(=O)CNC(=O)c2cccs2)c1OC	0%	i	0.6
86	Cc1ccc(COC(=O)CCCN=C2NS(=O)(=O)c3ccccc32)cc1	4%	i	1.6
87	CN1CCC(N(C)S(=O)(=O)c2ccc(NC(=O)COc3cccc(Cl)c3)cc2)CC1	-4%	i	0.9
88	O=C(CCC1CCCC1)NCCS(=O)(=O)N1CCN(c2ccc(F)cc2)CC1	4%	i	0.4
89	COc1ccc(CCN(Cc2cccs2)S(=O)(=O)c2ccc(-n3cnnn3)cc2)cc1OC	4%	i	0.4
90	CC(C)NCC(O)COc1ccc(COCCOC(C)C)cc1 (stereo not given)	1%	i	2.0

# Next part.
nr	smiles	PhoP inhibition	Myeloid diff MLP	Myeloid diff MLP GFP+ MAC1+ %
91	COc1ccccc1N1CCN(CCN(C(=O)C2CCCCC2)c2ccccn2)CC1	-5%	i	2.8&5.9
92	COc1ccccc1C(=O)NCCC(=O)N(C)CC(=O)Nc1ccc(Cl)cc1	1%	i	1.1
93	Cc1ccc(CNC(=O)CN(C(=O)N2CCN(C)CC2)S(=O)(=O)c2ccc(C)cc2)cc1	5%	i	0.4
94	CCCCn1c(N)c(N(CCOC)C(=O)c2ccc(C)c(S(=O)(=O)N3CCCCC3)c2)c(=O)[nH]c1=O	-4%	i	0.8
95	COC(=O)C1=C(C)NC(C)=C(C(=O)OC)C1C(=O)OCc1nc2cc(C(=O)OC)ccc2c(=O)[nH]1	7%	i	0.7
96	CC(Oc1ccccc1)C(=O)N1CCC2(CC1)Oc1ccc(F)cc1C(=O)C21CC(c2cccnc2)=NO1 (stereo not given)	20%	i	2.8
97	COc1ccc(C(=O)Nc2cc3c4c(c2)CC(=O)N4CCC3)cc1	6%	i	0.3
98	Cc1ccccc1-n1nc2c(c1NC(=O)c1cc3ccccc3o1)CS(=O)(=O)C2	-1%	i	0.7
99	CCCCn1c(N)c(N(CCOC)C(=O)CSc2nnc(-c3ccc(F)cc3)n2N)c(=O)[nH]c1=O	-3%	i	0.2
100	COc1ccc2c3n(nc2c1)CCN=C3c1ccc(C)cc1	8%	i	1.5
101	O=C(CSc1nnc2ccc(-c3ccncc3)nn12)Nc1ccc(F)cc1	-6%	i	0.4

# Another view of four compounds above.
# The line under a structure holds: PhoP inhibition	Myeloid diff MLP	Myeloid diff MLP GFP+ MAC1+ %
97) COc1ccc(C(=O)Nc2cc3c4c(c2)CC(=O)N4CCC3)cc1
→ 6%	i	0.3
98) Cc1ccccc1-n1nc2c(c1NC(=O)c1cc3ccccc3o1)CS(=O)(=O)C2
→ -1%	i	0.7
99) CCCCn1c(N)c(N(CCOC)C(=O)CSc2nnc(-c3ccc(F)cc3)n2N)c(=O)[nH]c1=O
→ -3%	i	0.2
100) COc1ccc2c3n(nc2c1)CCN=C3c1ccc(C)cc1
→ 8%	i	1.5

# These rows are one share of the data (hit frequency here may not be typical).
